Bioassay records (PubChem BioAssay)
Sm TGR block = blocks Schistosoma mansoni thioredoxin glutathione reductase; purified TGR, DTNB reduction, TNB absorbance 405 nm; 3% of 360,000 active; Potency, µM (titrated, usually from 114 µM), inactives show at the highest dose activity change, negative = inhibition, hits mostly inhibitors; Q962Y6; AID 485364; also: potency is read from the fitted curve at half-maximal effect; % is scaled to controls: 0 for no effect and ±100 for the full control effect; nearly all actives have a fitted effect of over 60% in size
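Kinetic colorimetric format: TGR-catalysed, NADPH-driven DTNB reduction monitored via TNB absorbance. Enzyme dispensed at 20 nM; compound exposure 15 min at room temperature before reaction start.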
FBPA Giardia inh = Giardia lamblia aldolase inhibition; A8B2U2; purified Giardia FBPA; Potency, µM (titrated, usually from 59.6 µM), without a hit: at the top dose activity, negative = inhibition, actives largely listed as inhibitors; 0.71% of 290,000 active; also: potency is read from the fitted curve at half-maximal effect; % is scaled to controls: 0 for no effect and ±100 for the full control effect; nearly all actives have a fitted effect of over 55% in size
Target sequence (A8B2U2 whole entry, looked up): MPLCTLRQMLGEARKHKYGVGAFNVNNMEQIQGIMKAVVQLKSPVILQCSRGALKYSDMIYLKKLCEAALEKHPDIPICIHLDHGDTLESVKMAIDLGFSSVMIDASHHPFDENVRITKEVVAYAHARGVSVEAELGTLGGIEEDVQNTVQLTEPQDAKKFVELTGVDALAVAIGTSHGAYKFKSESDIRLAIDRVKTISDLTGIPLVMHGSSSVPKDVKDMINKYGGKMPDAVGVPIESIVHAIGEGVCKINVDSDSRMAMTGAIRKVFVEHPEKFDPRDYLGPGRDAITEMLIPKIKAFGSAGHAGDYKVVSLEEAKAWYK
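Giardia FBPA (40 nM reagent) was preincubated 10 min at RT with compound (up to 57.5 uM final), then substrate plus GAPDH/TPI/NAD/arsenate coupling system with diaphorase/resazurin was added; resorufin fluorescence (525/598 nm) was read after 20 min.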
Cycloheximide cs = counter-screen hit for Shiga toxin inhibitors, cycloheximide | cell reporter, cycloheximide protein synthesis inhibition counterscreen | max response, % | 12% of 300,000 active; in the data active = max response mostly above about 13%, no sharp cut-off; inactive = mostly below about 14%; also: read at 38.3 µM for the half of the compounds with a filed dose; 0% is about no effect
Pf growth 48h = P. falciparum growth inhibition at 48 hours (one generation); 5.9% of 310,000 active; Potency, µM (top dose mostly 28.7 µM), inactives show at the top dose activity change, negative = inhibition, usual class: inhibitors; P. falciparum luciferase growth in erythrocytes, 48 h; also: potency is read from the fitted curve at half-maximal effect; % is scaled to controls: 0 for no effect and ±100 for the full control effect
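Read-out is firefly luciferase luminescence from an integrated reporter in P. falciparum, so falling signal marks reduced parasite growth. Infected erythrocytes were at 2% hematocrit and 0.1% parasitemia (final) in Albumax-supplemented RPMI 1640.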
Pf growth 96h = P. falciparum growth inhibition at 96 hour, primary screen for plastid delayed-death inhibitors; P. falciparum luciferase reporter growth, 96 h; Potency, µM (top dose mostly 28.7 µM), without a hit: at the highest dose activity change, negative = inhibition, usual class: inhibitors; 6.9% of 320,000 active; also: potency is read from the fitted curve at half-maximal effect; % is scaled to controls: 0 for no effect and ±100 for the full control effect
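Delayed-death screen, second-generation endpoint: infected erythrocytes, 2% hematocrit, 0.05% parasitemia final; 96 hours at 37 C, 5% CO2; luciferase detection reagent; luminescence decrease equals reduced growth.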
Shiga inhibitor = Shiga toxin inhibition. Vero cells, Shiga toxin protein synthesis inhibition reporter. inhibition, % at 38.7 µM. 9.2% of 290,000 active; in the data active = inhibition mostly above about 28%, no sharp cut-off; inactive = mostly below about 43%; also: 0% is about no effect
The depositor's hits bear a star; ? = inconclusive; . = not tested or not shown; [ ] = another dose, or the depositor's remark. Unless noted, calls follow the shape of the dose curve; as a rule, active = well fitted curve in the direction sought with a large enough effect; inconclusive = small, poorly fitted or top-dose-only effect, or another doubt; inactive = no such curve, though single readings can be large; an effect the other way counts as inactive or inconclusive.

SMILES | Sm TGR block | FBPA Giardia inh | Cycloheximide cs | Pf growth 48h | Pf growth 96h | Shiga inhibitor
Cc1nc2ccccc2c(=O)n1NC(=O)c1ccccc1 | 10% | -2% | -1 | ? | -8% | -6
COc1cccc(OC)c1OCCN1CCN(C(=O)c2ccco2)CC1 | -15% | -7% | -4 | . | -22% | -16
O=C1NC(=S)N/C1=C/c1cccnc1 | -7% | 0% | -6 | 1% | ? | -5
NC(=O)C(=O)N/N=C1\CCc2ccccc21 | -1% | 1% | 37* | 131%[activator] | 0% | 62*
COc1cc(C(=O)Nc2ccc(-n3cnnn3)c(C)c2)cc(OC)c1OC | -19% | -10% | -2 | -6% | ? | -5
COc1ccc(CCNC(=O)CNC(=O)c2nn(-c3ccc(OC)c(OC)c3)c(=O)c3ccccc23)cc1OC | -8% | 3% | -2 | 9.3µM* | 60%[activator] | -4
CC(O)[C@H]1CNCCN1CC1(c2ccccc2)CC1 (stereo partly specified) | -9% | . | . | ? | 41%[activator] | .
COc1ccc(NC(=O)c2cccc(NS(=O)(=O)c3ccccc3)c2)cc1 | 4% | 11% | -1 | 1% | 72%[activator] | .
CSc1nc(N)nc(SCC(=O)CC(=O)OC(C)C)c1C#N | -30% | -1% | -3 | ? | ? | -20
Cn1c(=O)n(CCc2ccccc2)c(=O)c2c1ncn2Cc1ccccc1 | -1% | -3% | -4 | ? | 222%[activator] | -3
O=C(c1nc2ccc(Cl)cn2c1CN1CCCC1)N1CCc2ccccc2C1 | 40µM* | -13% | -1 | ? | ? | -17
CC1CCN(S(=O)(=O)c2ccc(S(=O)(=O)NCC(=O)C(C)(C)C)cc2)CC1 | 4% | 3% | -2 | 0% | ? | -9
Cc1cc([P+](=O)O)c(C)n1-c1ccc(Br)cc1 | -9%[11.4 µM] | 1% | -4 | . | ? | -10
CC(C)(C)c1ccc(C(=O)N2CCC(C(=O)N3CCCCC3)CC2)cc1 | 1% | 3% | -2 | -7% | -26% | -4
O=C1NC(=O)N(c2ccc3c(c2)OCO3)C(=O)/C1=C/c1ccsc1 | ? | -9% | 9 | 9% | 1% | -9
Cc1ccc(Cl)cc1N1CCN(S(=O)(=O)c2c(C)[nH]c(C)c2C(=O)N2CCCCC2)CC1 | -1% | 7% | -3 | ? | 25% | -5
COc1ccccc1C(=O)NC(CCSC)C(=O)NCCCSc1ccccc1 (stereo unspecified) | 1% | . | . | ? | ? | .
CC(C)(C)SCCNC(=O)CSCc1ccc([N+](=O)[O-])cc1 | 2% | 2% | 2 | ? | ? | -6
O=C(NN1CC(C(=O)OCc2ccc(Cl)cc2Cl)CC1=O)c1ccccc1 (stereo unspecified) | -1% | . | 4 | 8% | ? | 23
CC(=O)Sc1nc(-c2ccccc2)[nH]c1S(=O)(=O)c1ccc(C)cc1 | . | -12% | -3 | -3% | -5% | -2
COc1ccc(C(=O)Nc2ccc(Cl)c(Cl)c2)c(OC)n1 | -6% | -6% | 21* | 312%[activator] | -13% | 45*
CS(=O)(=O)Nc1ccccc1N=C(c1ccccc1)c1ccccc1 | -17% | 11% | -4 | -17% | 4% | .
C#CCOCCOCCOCCNc1nc(N2CCOCC2)nc(N2CCN(C(=O)Cn3cc(CC(C)O)nn3)CC2)n1 (stereo unspecified) | -5% | 0% | -4 | 17% | ? | -12
NC(=O)c1nsnc1-c1ccccc1O | 2% | 16% | -3 | 13% | . | 3
COc1ccc(CC(=O)N2N=C(C)CC2(O)C(F)(F)F)cc1OC (stereo unspecified) | . | -1% | -1 | -15% | ? | -7
Cc1ccc(OCCC(=O)Nc2ccc(C)c(F)c2)cc1 | 5% | -5% | 9 | 15% | -7% | 6
O=S(=O)(Cc1ccccc1Cl)NCCc1ccc(F)cc1 | 8% | 12% | -3 | 2% | 5% | -3
COc1ccc(/C=C/C(=O)Nc2c(C)nn(C)c2C)cc1COc1ccc(Br)cc1 | -2% | 3% | -4 | ? | ? | -4
Cc1ccccc1NC(=S)NNc1ncc(C(F)(F)F)cc1Cl | -4% | 21% | 3 | . | -102% | 19
CC1CCC(NC(=O)c2ccc(NC(=O)CC3SC(N4CCCC4)=NC3=O)cc2)CC1 (stereo unspecified) | 1% | . | . | 41%[activator] | 29% | .
O=C(NCCCn1ccnc1)c1cc(S(=O)(=O)N2CCOCC2)ccc1F | 12% | 3% | 1 | 18% | -2% | -1
O=C1c2ccccc2-c2nnc(-c3ccc(O)cc3)cc21 | 2% | -14% | 20* | 97%[activator] | -24% | 26
O=C(CSc1nnc(CCc2ccccc2)n1-c1ccc(Cl)cc1)NCc1ccccc1 | -1% | 3% | -5 | . | ? | -14
Cc1ccc(NS(=O)(=O)c2cccc(C(=O)N3CCN(C(=O)c4ccco4)CC3)c2)cc1 | -22% | . | . | ? | ? | .
CCOC(=O)Cc1cn2c(=O)cc(CSCC(=O)Nc3ccc(C)c(C)c3)nc2s1 | -3% | -1% | -3 | ? | 20% | 6
COc1cccc(NC(=O)C(=S)NC2CCCCC2)c1 | -3% | -4% | 50* | 128%[activator] | -17% | 106*
Cc1ccc(/C=N/N=C/c2ccc(C)cc2)cc1 | -1% | 4% | 37* | ? | ? | 74*
CC(C)N=C(NC#N)SCC(=O)NC(C)(C)C | 2% | 0% | -4 | 9% | . | 1
CC(OC(=O)c1cc(Br)ccc1O)C(=O)Nc1ccc(S(=O)(=O)N2CCCC2)cc1 (stereo unspecified) | 6% | . | . | 0% | -18% | .
Cc1csc(SCC(=O)NCc2ccccc2Cl)n1 | -6% | 1% | 9 | 21% | ? | 1
c1cncc(-c2nc(N3CCOCC3)c3c4c(sc3n2)CCC4)c1 | -14% | 5% | 2 | ? | ? | 2
COC(=O)c1ccc(C2C(C(=O)c3ccco3)=C(O)C(=O)N2c2cc(C)on2)cc1 (stereo unspecified) | 0% | . | 14 | -14% | ? | 11
COc1ccc(C(=O)c2ccc(Br)cc2)c2ccccc12 | 0% | -4% | 1 | 5% | 23% | -31
C=CCNC(=O)N1CCCC(C(=O)c2cccc(OC(C)C)c2)C1 (stereo unspecified) | 5% | 0% | 26* | 49%[activator] | ? | 118*
Cc1cc2ccccc2c(=O)n1CC(=O)NCC(=O)N1CCCC(C)C1 (stereo unspecified) | 5% | -4% | -6 | . | 27% | -6
Cc1ccc(N2C(=O)NC(=O)/C(=C\c3cn(CC(=O)O)c4ccccc34)C2=O)cc1 | ? | -3% | 2 | -1% | 41%[activator] | -7
O=C1C=CC2C(c3ccc4c(c3)OCO4)CC1N2Cc1ccccc1 (stereo unspecified) | -20% | -6% | -3 | -24% | ? | 22
CCOC(=O)C1=C(CCc2ccccc2)NC(=O)NC1c1cccc([N+](=O)[O-])c1 (stereo unspecified) | -12% | 27% | 4 | ? | 56%[activator] | -2
CC(C)n1nnnc1SCC(=O)N1CCN(C(=O)c2ccco2)CC1 | -2% | . | 1 | -2% | ? | -6
COc1ccc(NC(=O)CO/N=C2/CCCc3nonc32)c(OC)c1 | 2% | -19% | -2 | 5% | ? | 10
CN(Cc1cnn(C)c1)S(=O)(=O)c1cccc([N+](=O)[O-])c1 | . | -5% | -2 | 1% | ? | 16
Cc1nc(-c2ccc(F)cc2)c(CC(=O)N(C)CC(=O)Nc2ccccc2Br)s1 | -26% | . | . | 13µM* | ? | .
O=C(Nc1nnc(C23CC4CC(CC(C4)C2)C3)s1)c1ccco1 | ? | -28% | 35* | 200%[activator] | -30% | 53*
CC(=O)Nc1ccc(S(=O)(=O)N(C)CC(=O)N/N=C/c2ccc(C(=O)O)cc2)cc1 | 8% | 2% | -2 | -19% | ? | .
CCN(CC)S(=O)(=O)c1ccc(N2CCOCC2)c(NC(=O)c2cc3ccccc3oc2=O)c1 | -7% | -5% | 14 | -25% | -7% | 33
CNC(=O)CN(c1ccc(Oc2ccccc2)cc1)S(=O)(=O)c1ccc(C)cc1 | -15% | . | -4 | -20% | 0% | -20
Cc1ccc(S(=O)(=O)N2C3C=CC(C3)C2C(=O)O)cc1 (stereo unspecified) | -11% | -2% | -7 | . | 0% | -14
NN1C(=O)/C(=C\c2ccco2)SC1=S | 11µM* | 6.3µM* | -1 | -6% | 4% | 7
CCOc1ccc(CCNC(=O)c2cc3ccccn3n2)cc1OCC | -13% | 6% | -4 | . | 18% | -6
COc1ccc(C(=O)C2CCCN(Cc3c[nH]c4ccccc34)C2)c(OC)c1 (stereo unspecified) | 7% | -3% | -3 | ? | . | -4

Remaining list, next part.
SMILES | Sm TGR block | FBPA Giardia inh | Cycloheximide cs | Pf growth 48h | Pf growth 96h | Shiga inhibitor
O=C(c1ccc(-c2ccc([N+](=O)[O-])cc2)o1)N1CCCCC1 | 45µM* | -2% | 43* | 296%[activator] | 31%[activator] | 93*
O=C(c1cccs1)N(Cc1ccc(Cl)cc1)C1CCS(=O)(=O)C1 (stereo unspecified) | -11% | -2% | 8 | ? | ? | -9
Cc1ccccc1-n1ncc2c1CC(C)(C)CC2NC(=O)CN1CCCC1=O (stereo unspecified) | 3% | . | -2 | -12% | 105%[activator] | -8
CC(C)C(NC(=O)c1ccccc1F)C(=O)NCCc1ccccn1 (stereo unspecified) | 6% | 1% | -2 | 5% | -2% | 34
CCOC(=O)Cc1c(C)nc2cc(-c3ccc(C)cc3)[nH]n2c1=O | -3% | 12% | 15* | 38%[activator] | 65%[activator] | 38
Cc1cccnc1NC(=O)CN1C(=O)COc2ccc(Cl)cc21 | -1% | -3% | 0 | 16% | ? | 7
COc1c(C)cc(C(=O)C2CCCN(C(=O)C3=C(C)OCCO3)C2)cc1C (stereo unspecified) | 1% | -2% | 0 | -16% | -25% | -1
Cc1ccc(C)c(NC(=O)CCC(=O)NNS(=O)(=O)c2ccc(Cl)cc2)c1 | -15% | . | . | -22% | -30% | .
COc1ccc(NC2CCCN(C(=O)c3c(C)noc3C)C2)cc1 (stereo unspecified) | 7% | -4% | -3 | ? | 1.9µM* | -15
NCCc1nnc(SCc2ccccc2F)o1 | -1% | 2% | -4 | 0% | 3% | -5
Cc1cc(N)n(-c2ncnc3scc(-c4ccc(Cl)cc4)c23)n1 | 0% | 6% | -4 | ? | ? | -7
Cc1cc(C(C)(C)C)oc1C(=O)N(CC(=O)NC1CCCC1)Cc1ccc(Cl)cc1 | 5% | 3% | 2 | ? | ? | -10

6 neighbouring entries out of the list so far, for reference:
SMILES | Sm TGR block | FBPA Giardia inh | Cycloheximide cs | Pf growth 48h | Pf growth 96h | Shiga inhibitor
COc1c(C)cc(C(=O)C2CCCN(C(=O)C3=C(C)OCCO3)C2)cc1C (stereo unspecified) | 1% | -2% | 0 | -16% | -25% | -1
Cc1ccc(C)c(NC(=O)CCC(=O)NNS(=O)(=O)c2ccc(Cl)cc2)c1 | -15% | . | . | -22% | -30% | .
COc1ccc(NC2CCCN(C(=O)c3c(C)noc3C)C2)cc1 (stereo unspecified) | 7% | -4% | -3 | ? | 1.9µM* | -15
NCCc1nnc(SCc2ccccc2F)o1 | -1% | 2% | -4 | 0% | 3% | -5
Cc1cc(N)n(-c2ncnc3scc(-c4ccc(Cl)cc4)c23)n1 | 0% | 6% | -4 | ? | ? | -7
Cc1cc(C(C)(C)C)oc1C(=O)N(CC(=O)NC1CCCC1)Cc1ccc(Cl)cc1 | 5% | 3% | 2 | ? | ? | -10

Three compounds already listed, arranged by count of non-hydrogen atoms, low to high:
SMILES | Sm TGR block | FBPA Giardia inh | Cycloheximide cs | Pf growth 48h | Pf growth 96h | Shiga inhibitor
CC(C)C(NC(=O)c1ccccc1F)C(=O)NCCc1ccccn1 (stereo unspecified) | 6% | 1% | -2 | 5% | -2% | 34
COc1c(C)cc(C(=O)C2CCCN(C(=O)C3=C(C)OCCO3)C2)cc1C (stereo unspecified) | 1% | -2% | 0 | -16% | -25% | -1
Cc1ccccc1-n1ncc2c1CC(C)(C)CC2NC(=O)CN1CCCC1=O (stereo unspecified) | 3% | . | -2 | -12% | 105%[activator] | -8
